Bioassay records: PubChem, several laboratories
PLAP inhibitors HTS: PLAP enzyme inhibitors, biochemical, luminescence, HTS (AID 690) | purified PLAP, luminescent substrate; higher % means a stronger effect | inhibition, % at 20 µM, or IC50 in µM where a hit was titrated | 96,000 tested, 0.08% active; in the data active = a potency from the dose series; inactive = the rest, 99 in 100 with inhibition below about 30%; note: strong numbers were not always called active
IL1B NFkB pot: enhances IL-1B driven NFkB nuclear translocation. HUVEC IL-1B NFkB p65 nuclear translocation imaging. activation, % at 2 µM. 94,000 tested, 0.3% active;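 active = activation above 40%, about the mean plus 3 SD, also judged a hit on visual image review; inconclusive = activation above 40% but not a hit on visual review; inactive = activation not above 40% and no visual hit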;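 note: percent activation is computed from the nuclear over cytoplasmic p65 intensity ratio; values of inactives mirror those of a sister screen read the other way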
IL1B NFkB inh: blocks IL-1B driven NFkB nuclear translocation in HUVEC cells | HUVEC IL-1B NFkB p65 nuclear translocation imaging | 94,000 tested, 0.43% active | inhibition, % at 2 µM;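 active = inhibition above about 30% together with a positive call from visual inspection of the well image, limit read from the data; inconclusive = inhibition above a set limit but visual check negative; inactive = inhibition not above a set limit, visual check negative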;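 note: nuclear over cytoplasmic p65 intensity ratio measured by imaging; 0% = IL-1B stimulated DMSO wells and 100% = unstimulated DMSO wells; values of inactives mirror those of a sister screen read the other way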
MRP resist rev: reverses drug resistance mediated by MRP; AID 602; H69AR cells + 2 uM doxorubicin, CellTiter-Glo, 72 h; 85,000 tested, 0.04% active; differential viability (reversal), % at 10 µM;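 active = viability drop by adding the cancer drug above about 55%, with treated viability meeting a 40% cutoff, limit read from the data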;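 note: viability without doxorubicin minus viability with 2 µM doxorubicin for each compound; larger differential means the compound sensitizes cells more to doxorubicin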
Bcl-B displacement: displacers of TR3 peptide from Bcl-B, primary screen, selectivity assay for Bfl-1 inhibitor project, biochemical, fluorescence polarization | FP displacement of FITC-TR3 peptide from Bcl-B; higher % means a stronger effect | 96,000 tested, 0.11% active | one-dose displacement, % at 20 µM; IC50 in µM for titrated hits | AID 748;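 active = displacement above 50% at 20 µM plus a fluorescence interference ratio under 1.5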;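 note: plate controls were wells without compound for no effect and wells lacking Bcl-B protein for full effect; a part of the inactive calls stands beside numbers as strong as those of hits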
MRP resist rev cytotoxicity: also measured in MRP resist rev; calls as there; viability, %; H69AR cells, CellTiter-Glo, 72 h; measured here: cytotoxicity without doxorubicin
MRP resist rev with doxorubicin: also measured in MRP resist rev; calls as there; viability, %; measured here: viability with 2 uM doxorubicin; stronger effect = lower value
IL1B NFkB inh cell count 2 µM: further read-out of IL1B NFkB inh, marked with its call; cell count; measured here: cells passing quality filter;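 raw number of nuclei counted in each imaged well without normalization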
IL1B NFkB pot cell count 2 µM: further read-out of IL1B NFkB pot, marked with its call; cell count; measured here: cells passing quality filter
Active calls of the source: *; u = inconclusive; x = not tested or not shown.

molecule	PLAP inhibitors HTS	IL1B NFkB pot	IL1B NFkB pot cell count 2 µM	IL1B NFkB inh	IL1B NFkB inh cell count 2 µM	MRP resist rev	MRP resist rev cytotoxicity	MRP resist rev with doxorubicin	Bcl-B displacement
COc1cccc(N2CCN(Cc3nc(N)nc(Nc4ccccc4OC)n3)CC2)c1	-85%	7	170	-6	170	10	77	67	-5%
CCn1cc(/C=N/NC(=O)c2ccc(C#N)cc2F)c2ccccc21	-5%	7	130	-7	130	x	x	x	-5%
COc1cc2c(cc1NC(=O)CN1C(=O)NC3(CCc4ccccc43)C1=O)oc1ccccc12 (stereo not given)	-52%	x	x	x	x	-15	44	60	-7%
Cc1ccc(C2(C(F)(F)F)N=C3Sc4cc(C)ccc4N3C(=O)N2)cc1 (stereo not given)	7%	-9	139	10	139	-8	78	86	-1%
O=C(O)CCCC(=O)Nc1nc2n(n1)C(c1ccc(F)cc1)CC(c1ccc(Cl)cc1)N2 (stereo not given)	-78%	-5	96	5	96	7	108	101	-5%
c1ccc2c(c1)OCC(c1csc3ncnc(N4CCCCC4)c13)O2 (stereo not given)	x	15	161	-15	161	-10	82	92	x
Cc1nc(CNS(=O)(=O)c2ccc3ccccc3c2)cs1	-17%	x	x	x	x	4	110	105	-7%
Cc1noc(C)c1C(=O)OCC(=O)c1c[nH]c2ccccc12	-28%	x	x	x	x	-12	95	106	18%
COc1ccc(C)cc1NC(=O)c1nc2nc(C)cc(C)n2n1	x	11	155	-11	155	5	85	80	x
COc1cc(OC)cc(C(=O)N2CCC(N3CCN(c4ccccc4)CC3)CC2)c1	-73%	x	x	x	x	-9	76	85	5%
O=C(C1CCN(S(=O)(=O)N2CCOCC2)CC1)N1CCOCC1	13%	-12	131	12	131	8	97	89	13%
O=C(O)CSCc1cn2cc(Cl)ccc2n1	-8%	9	64	-9	64	8	96	89	-4%
CCOc1cc(S(=O)(=O)N(Cc2ccccc2)Cc2ccccc2)c(OCC)cc1-n1cnnn1	-2%	-3	164	3	164	-6	77	82	-5%
COC(=O)CC1Oc2ccc(C)cc2NC1=O (stereo not given)	12%	31	174	-31	174	0	92	92	-7%
COc1cccc(N2CCN(S(=O)(=O)c3ccc4nc(-c5ccccc5)[nH]c4c3)CC2)c1	-2%	-16	60	16	60	-16	13	29	6%
Cc1cc(-c2ccccc2)n(-c2ccc(C(=O)NC(C)C)cc2)n1	-10%	3	171	-3	171	x	x	x	-6%
NC(=O)C1(N2CCCCC2)CCN(S(=O)(=O)c2cc(Cl)ccc2Cl)CC1	6%	-7	191	7	191	13	92	79	6%
COc1ccc(CN2C(=O)c3ccccc3C2C(=O)NCC2CCCO2)c(OC)c1 (stereo not given)	-14%	u	x	-46	141	12	98	86	2%
CCOC(=O)C1CCN(c2nc(-c3ccccc3)nc3c2oc2ccccc23)CC1	-52%	17	109	-17	109	-5	63	68	0%
Cc1ccc(S(=O)(=O)Nc2cccnc2)cc1	-8%	-3	165	3	165	-1	94	95	2%
Cc1ccc(C2/C(=C(/O)c3cnn(-c4ccccc4)c3C)C(=O)C(=O)N2CCN2CCOCC2)o1 (stereo not given)	-49%	-7	143	8	143	2	101	99	2%
Cc1ccc(O)c(NC(=O)CCCC(=O)O)c1	-5%	x	x	x	x	-16	82	98	-2%
COc1cc(OC)cc(-c2nnc(SCC(=O)N3CCCc4ccccc43)o2)c1	-85%	3	133	-3	133	2	81	79	1%
COc1cc(S(=O)(=O)n2nc(C)cc2C)c(OC)cc1Cl	-1%	-46	126	46*	126*	6	87	81	-2%
CCOc1ccc(-c2nc(CSc3nncs3)cs2)cc1OC	-20%	15	96	-15	96	0	85	85	-4%
Cc1cc(C)cc(OCc2nnc(SCC(=O)c3ccc(Br)cc3)o2)c1	6%	2	80	-2	80	1	88	87	-10%
CCc1ccccc1OCC(=O)Nc1ccc(S(N)(=O)=O)cc1	-6%	-2	144	2	144	9	89	79	-8%
CC(C)C(=O)Nc1ccc(N2CCCC2)cc1	7%	17	197	-17	197	15	90	76	6%
CS(=O)(=O)Nc1ccc(C(=O)NCc2ccccn2)cc1	-4%	-12	77	12	77	-1	100	101	-7%
Cc1ccc(N2C(=O)c3ccccc3C2(O)c2ncc[nH]2)cc1 (stereo not given)	-8%	12	181	-12	181	-8	97	106	-2%
COCCOC(=O)C1=C(C)NC(=O)NC1c1cccs1 (stereo not given)	-8%	-8	109	8	109	x	x	x	-4%
CCCSc1nnc(CSc2nc3nc(C)cc(C)n3n2)o1	-6%	1	127	-1	127	x	x	x	-1%
Cc1ccc(C(=O)CSc2nnc(CNc3ccc(C)cc3C)n2Cc2ccco2)cc1	-43%	1	191	-1	191	-6	61	67	-5%
COc1ccc(C2N(c3cc(Cl)ccc3OC)C(=O)C3CCCN32)cc1OC (stereo not given)	-46%	19	191	-19	191	4	83	80	-14%
CC(=O)c1c(C)[nH]c(C(=O)NCCCN2CCCC2)c1C	-4%	5	112	-5	112	x	x	x	3%
O=C(NNC(=O)C1CCCN(c2ncccn2)C1)c1ccc(F)cc1 (stereo not given)	-65%	-1	119	1	119	x	x	x	0%
O=C(CCC(=O)OCC(F)(F)C(F)F)Nc1ccc(Cl)cc1	6%	1	172	-1	172	-9	98	108	9%
CCOC(=O)c1c(-c2cccs2)csc1NC(=O)c1ccco1	x	22	123	-22	123	-31	57	88	x
CC(C)CCn1c(CN2CCOCC2)nc2c1c(=O)n(C)c(=O)n2C	-31%	x	x	x	x	3	76	73	0%
CCOC(=O)c1sc(C)c2c1NC1(CCCCCC1)NC2=O	2%	3	143	-3	143	-2	67	69	6%
O=C(NNC(=O)c1sccc1-n1cccc1)c1ccc(Cl)cc1	-31%	11	136	-11	136	x	x	x	-2%
CCC(=O)Nc1ccc(N2CCC(C)CC2)cc1	x	17	110	-17	110	3	62	59	x
COc1cccc(/C=N/NC(=O)c2ccc(OCc3cccc(Br)c3)cc2)c1	-15%	-2	179	2	179	x	x	x	-8%
COc1cccc2sc(Nc3nc(-c4ccccn4)cs3)nc12	-90%	14	107	-14	107	x	x	x	-54%
NC(=O)C1(N2CCCCC2)CCN(c2nc(-c3ccccc3)cs2)CC1	-9%	-13	99	13	99	-1	74	76	-15%
CCC1CCCCN1CC(=O)c1c(C)[nH]c2ccccc12 (stereo not given)	-44%	9	199	-10	199	-12	83	95	-14%
O=C1N(CN2CCC3(CC2)OCCO3)c2ccccc2C12OCCCO2	-1%	13	134	-13	134	2	101	99	-14%
CCSc1nnc(NC(=O)CSc2nccn2-c2cc(C)cc(C)c2)s1	-1%	14	94	-14	94	2	92	91	2%
Cc1noc(C)c1COc1cccc(C(=O)Nc2ccc(C#N)cc2)c1	0%	3	144	-3	144	-24	65	89	-11%
Nc1nc(Br)c2c(F)cccc2c1-c1ccc(F)cc1	1%	-2	105	2	105	x	x	x	-3%

The list goes on.
molecule	PLAP inhibitors HTS	IL1B NFkB pot	IL1B NFkB pot cell count 2 µM	IL1B NFkB inh	IL1B NFkB inh cell count 2 µM	MRP resist rev	MRP resist rev cytotoxicity	MRP resist rev with doxorubicin	Bcl-B displacement
COc1cccc(-c2cc(C(=O)N3C(C)CCCC3C)no2)c1 (stereo not given)	-74%	20	175	-20	175	13	90	78	2%
c1ccc(Cc2nn3c(COc4ccccc4)nnc3s2)cc1	-7%	30	111	-30	111	20	100	80	5%
c1csc(Cc2nc(-c3ccc(-n4cccc4)cc3)no2)c1	x	-1	174	1	174	10	100	91	x
CCOC(=O)CCC(=O)c1c(C)oc2ccc(OC)cc12	21%	-11	82	11	82	5	76	71	-2%
CCCC(C(=O)NC1CCCCC1)N(CC1CCCO1)C(=O)CNS(=O)(=O)c1ccc(F)cc1 (stereo not given)	-82%	39	103	-38	103	0	83	83	-3%
CCN(CC)C(=O)C1=C(C)NC(=O)NC1c1ccccc1F (stereo not given)	7%	-1	171	1	171	1	89	88	3%
CC(C)Cn1c(SCC(=O)c2c(N)n(C)c(=O)n(C)c2=O)nc2ccccc21	8%	-8	152	8	152	x	x	x	0%
COc1ccc(Cl)cc1S(=O)(=O)NCc1cccnc1	3%	9	177	-8	177	-14	106	120	-2%
COc1ccc(/C=N/N=C/c2ccc(OC)c(OC)c2)cc1OC	2%	x	x	x	x	x	x	x	-11%
COc1ccc(-c2nc(C)ncc2-c2csc(C)n2)c(O)c1	-26%	-9	193	8	193	-3	84	87	-7%
C=CCOc1ccc(CNc2nccs2)cc1OCC	x	4	91	-4	91	12	96	84	x
CC1(C)CC(OC(=O)c2ccccc2)CC(C)(C)N1	16%	-16	65	16	65	-2	104	105	11%
Cc1cccc(OCCCC(=O)Nc2ccc(Br)cc2)c1	11%	7	130	-6	130	x	x	x	-6%
CN(CCCCCCCCC(=O)/C=N/O)Cc1ccccc1	-45%	0	196	0	196	-35	24	59	19%
N#CC1=C(N)SC(N)=C(C#N)C1c1ccc(C(F)(F)F)cc1	-5%	1	173	-1	173	11	94	83	0%
Cc1ccccc1Nc1ncccc1C(=O)N1CCOCC1	6%	-3	128	3	128	x	x	x	9%
C=C(C)Cn1c(COc2ccccc2)nnc1SCC(=O)O	-5%	16	111	-16	111	-2	91	94	6%
N#CCc1c(C#N)c(N)nc(N2CCN(Cc3ccc4c(c3)OCO4)CC2)c1C#N	-86%	-9	154	10	154	x	x	x	-20%
O=C(NCc1cccnc1)C1CC(=O)N(CCc2ccccc2)C1 (stereo not given)	-2%	35	195	-35	195	13	99	86	3%
CCCOc1nc(N)c(C#N)c(-c2ccccc2F)c1C#N	14%	12	129	-12	129	-7	55	62	-8%
Cc1[nH]c2ccccc2c1CCO	-10%	0	180	0	180	x	x	x	0%
COc1ccc(-c2nnnn2C)cc1S(=O)(=O)NCCc1ccccc1	x	-4	146	4	146	12	99	86	x
CS(=O)(=O)c1ccc2nc(NC(NC(=O)c3ccco3)(C(F)(F)F)C(F)(F)F)sc2c1	-43%	x	x	x	x	4	82	78	-6%
CCOc1ccc(NC(=O)N(CCN(C)C)C(C)c2ccncc2)cc1 (stereo not given)	-1%	6	174	-6	174	-1	95	96	4%
CCN(CC)CCNC(=O)C1CCN(S(=O)(=O)N2CCCCC2)CC1	-17%	0	168	0	168	14	99	85	0%
COc1ccc(-c2csc(NCc3ccco3)n2)cc1	31%	x	x	x	x	-3	87	90	0%
CCCCC(=O)N(CCOC)c1nnc(-c2ccc(OC)cc2)s1	-10%	x	x	x	x	-2	86	88	-7%
CCCC(C)C(=O)Nc1nnc(C)s1 (stereo not given)	0%	-6	134	6	134	23	100	76	8%
COc1cc(NC(=O)C2CCCN(S(=O)(=O)c3cccc4nsnc34)C2)cc(OC)c1 (stereo not given)	-6%	13	111	-13	111	x	x	x	8%
O=C(COc1ccc(Cl)cc1Cl)NNC(=S)Nc1ccc(F)cc1	-9%	x	x	x	x	x	x	x	9%
CCCc1noc2c1/C(=N\O)CC(c1ccccc1)C2 (stereo not given)	x	-2	144	2	144	9	89	80	x
COc1ccc(C(=O)NC(=S)NNC(=O)CCc2ccccc2)cc1	3%	-2	131	2	131	x	x	x	2%
Oc1ccc(Br)cc1CN1CCCCCCC1	14%	-12	82	12	82	-4	93	97	-7%

Some of the compounds tested. The share of hits here may be higher or lower than overall.
